Source: PubChem BioAssay
D1 potentiator – potentiators of human D1 dopamine receptor. P21728. HEK293 TREx D1 cells, calcium flux, dopamine EC20 potentiation. potentiation, % at 10 µM. 0.036% of 360,000 active; in the data active = potentiation above about 30%; note: 0% is about no effect
Target sequence (P21728 whole entry, looked up): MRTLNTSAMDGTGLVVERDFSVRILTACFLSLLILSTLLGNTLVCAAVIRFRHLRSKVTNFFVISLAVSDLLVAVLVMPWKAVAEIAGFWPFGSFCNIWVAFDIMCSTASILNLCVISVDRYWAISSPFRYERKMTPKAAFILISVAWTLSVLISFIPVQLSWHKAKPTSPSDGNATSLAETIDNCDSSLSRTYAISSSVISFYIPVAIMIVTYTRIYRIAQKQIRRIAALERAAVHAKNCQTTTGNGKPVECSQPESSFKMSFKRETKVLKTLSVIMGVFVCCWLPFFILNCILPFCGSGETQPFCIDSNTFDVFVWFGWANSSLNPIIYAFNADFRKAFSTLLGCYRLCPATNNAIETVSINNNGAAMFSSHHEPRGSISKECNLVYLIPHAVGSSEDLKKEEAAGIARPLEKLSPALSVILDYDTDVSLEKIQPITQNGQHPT
RXFP1 ag – agonists of human relaxin receptor RXFP1; Q9HBX9; HEK293T-RXFP1 cAMP TR-FRET, 30 min; response scale: percent of porcine relaxin response, buffer zero; Potency, µM (highest dose often 57.5 µM), for inactives: at the highest dose activation, actives largely listed as activators; 0.3% of 370,000 active; active = well fitted activation curve with a large enough effect; note: potency is the fitted concentration of half-maximal effect; % is set by controls: 0 for no effect and ±100 for the full control effect; nearly all actives have a fitted effect of over 60% in size; many of its hits are not listed in these tables
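HEK293T cells stably expressing RXFP1 were pretreated with the PDE4 inhibitor Ro 20174, exposed to compounds for 30 min at 37C, lysed, and cAMP was read by TR-FRET. Data normalized to buffer (basal) and 29 nM porcine relaxin (100%).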
TRHR PAM – TRH receptor (human) allosteric enhancement. P34981. enhancement, % at 2 µM. 0.66% of 360,000 active. TRHR cells, fluo-8 calcium fluorescence, EC20 TRH enhancement; in the data active = enhancement above about 30%; note: 0% is about no effect
Target sequence (P34981 whole entry, looked up): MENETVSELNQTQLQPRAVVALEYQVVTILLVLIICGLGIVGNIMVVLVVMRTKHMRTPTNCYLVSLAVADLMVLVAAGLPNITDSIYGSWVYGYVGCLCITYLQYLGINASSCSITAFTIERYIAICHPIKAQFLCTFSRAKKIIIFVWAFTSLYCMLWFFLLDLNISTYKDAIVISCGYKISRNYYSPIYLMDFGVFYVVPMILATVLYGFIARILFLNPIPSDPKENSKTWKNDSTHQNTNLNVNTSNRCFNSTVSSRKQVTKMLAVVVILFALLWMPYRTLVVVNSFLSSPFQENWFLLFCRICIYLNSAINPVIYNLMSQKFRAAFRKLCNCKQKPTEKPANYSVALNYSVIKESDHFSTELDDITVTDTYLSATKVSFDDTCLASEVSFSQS
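TRHR-expressing cells loaded with fluo-8 calcium dye were read kinetically (ex 480/em 530) during compound addition, then stimulated with an EC20 of TRH (10 nM final). Enhancement of the Gq-mediated intracellular calcium response was scored.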
D2 potentiator – positively modulates the human D2 dopamine receptor allosterically. P14416. HEK293 T-REx D2, calcium flux, EC20 dopamine potentiation. potentiation, % at 10 µM. 0.34% of 340,000 active;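 active = potentiation over 3 SD above the plate norm, cut at about 30% in these data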; note: 0% is about no effect
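Tetracycline-induced HEK293 T-REx cells force-coupled to calcium signalling expressed D2; compounds were pin-added after a 10 s baseline, read kinetically 180 s, then an EC20 dopamine challenge followed with a further 180 s calcium read.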
D2 antag – antagonizes the human D2 dopamine receptor; HEK293 TREx D2 cells, calcium flux, dopamine EC80; inhibition, % at 10 µM; 2% of 340,000 active; in the data active = inhibition above about 30%; note: 0% is about no effect
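Calcium flux kinetic readout in an inducible HEK293 TREx D2 line plated overnight at 30 C. After 180 s compound exposure, an EC80 dopamine challenge follows with another 180 s kinetic read to detect antagonism.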
D1 ag – activates the human D1 dopamine receptor | P21728 | HEK293 T-REx D1 cells, calcium flux, agonist mode | activation, % at 2 µM | 1% of 360,000 active | AID 504660; in the data active = activation above about 30%; note: 0% is about no effect
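Tetracycline-induced HEK293 TREx D1 cells, force-coupled to calcium signalling, were dye-loaded with a no-wash calcium kit. Compound was pin-added after a 10 s baseline. Fluorescence was read kinetically at 1 cycle/s for 180 s, with calcium rises flagged as agonism.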
D1 antag – human D1 dopamine receptor antagonism | 3.2% of 360,000 active | P21728 | AID 504652 | activity change, negative = inhibition, % at 10 µM | HEK293 TREx D1 cells, calcium flux, dopamine EC80; hits give low values; in the data active = activity change below about -30%; note: % is set by controls: 0 for no effect and ±100 for the full control effect
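Antagonism measured as reduced calcium response to an EC80 dopamine addition following 180 s compound pre-read; cells were inducible HEK293 Trex D1 plated overnight at 30 C, read kinetically at 1 cycle/sec.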
D2 ag – agonists of human D2 dopamine receptor | P14416 | HEK293 T-REx D2 cells, calcium flux agonist mode | activation, % at 2 µM | 0.53% of 340,000 active | AID 485358;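 active = activation over 3 SD above normal in the single-dose calcium agonist read, cut at about 30% in these data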; note: 0% is about no effect
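Agonism is scored from calcium flux in a force-coupled, inducible HEK293 cell line expressing D2, read kinetically for 180 s after compound addition against dopamine controls.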
RXFP1 antag – blocks the human relaxin receptor RXFP1 | Q9HBX9 | HEK293-RXFP1, relaxin-stimulated cAMP HTRF, 30 min; hits give low values | activity change, negative = inhibition, % at 57.5 µM | 0.59% of 350,000 active;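 active = activity change of -60% or lower, but not beyond a set lower limit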; note: % is set by controls: 0 for no effect and ±100 for the full control effect
Active calls of the source: *; nt = not tested or not shown. A portion of the library (hit frequency here may not be typical).

The line under a structure holds: D1 potentiator	RXFP1 ag	TRHR PAM	D2 potentiator	D2 antag	D1 ag	D1 antag	D2 ag	RXFP1 antag
1: OCCN1CCN(C(c2ccc(Cl)cc2Cl)c2sc3nc(-c4ccco4)nn3c2O)CC1 (stereo not given)
 : 1.6	0.6%	-10.0	-6.1	nt	-2.4	nt	0.4	0.3
2: CC(C)(C)c1ccc(/C=N/NC(=S)Nc2cccnc2)cc1
 : -4.0	3.3%	0.9	3.4	-1.2	-2.9	-10.4	-0.7	nt
3: O=C(Nc1cc(=O)[nH]c2nc(-c3ccccc3)nn12)c1ccc(Cl)cc1
 : -6.0	-0.2%	3.3	-3.5	4.0	1.3	11.3	2.9	-4.0
4: Cc1ccc2cc3cc(C(=O)NCCCN4CC(C)CC(C)C4)oc3nc2c1 (stereo not given)
 : 0.9	1.2%	-3.1	-5.6	-15.5	2.5	-0.7	-0.2	4.8
5: Cc1ccc(NC(=O)CSCC(=O)Nc2ccccc2N2CCCCC2)cc1
 : 2.4	0.9%	2.7	2.7	-34.1	3.1	-4.3	-0.1	-16.6
6: COc1ccc(NC(=O)c2cccnc2C(=O)O)c(OC)c1
 : 7.5	-2.3%	2.6	-5.9	-12.2	4.2	-4.0	0.1	4.6
7: COc1ccc2c(c1)CCCN2S(=O)(=O)c1ccc(Cl)cc1
 : -8.4	0.0%	-5.9	1.1	9.3	6.8	-6.1	1.2	-4.0
8: COc1ccc(-c2cc(C(=O)NCCCn3ccnc3)no2)cc1
 : 0.3	-0.7%	1.6	-6.3	3.9	1.6	27.0	0.5	-1.5
9: O=C(NNC(=O)c1cc(Cl)ccc1O)c1cccs1
 : nt	-1.3%	-0.1	-5.7	-4.2	3.2	5.3	0.2	-24.8
10: COc1ccccc1CNC(=O)c1ccc(NS(C)(=O)=O)cc1
 : 0.0	-2.1%	13.3	1.2	16.1	0.9	5.0	0.3	20.3
11: CSc1ccc(NC(=O)Nc2cc(C)ccn2)cc1
 : -3.5	4.0%	-9.5	-8.2	-10.2	3.0	7.8	2.8	-6.0
12: O=C(OCC(=O)N1CCCCC1)c1cc(NS(=O)(=O)c2ccc(Cl)c([N+](=O)[O-])c2)ccc1O
 : -9.4	0.5%	9.5	7.3	2.6	6.4	-0.3	2.7	-12.6
13: O=C(NC(=S)N1CCN(c2ccccn2)CC1)c1ccco1
 : -7.7	0.6%	-0.2	-7.0	4.2	2.5	0.4	14.4	2.1
14: CCOC(=O)Cn1cc(C(=O)c2cccs2)c2ccccc21
 : -9.8	4.6%	-15.5	5.0	20.4	11.7	-8.1	0.1	10.3
15: ON1C2CCCCC2N(O)C1c1ccccc1C(F)(F)F (stereo not given)
 : -3.1	1.3%	-3.7	11.2	-11.8	1.6	-15.1	0.1	-9.1
16: O=C(Nn1cc(C(=O)Nc2ccccc2F)c2ccccc2c1=O)c1cnccn1
 : 1.7	-0.6%	3.9	-0.4	0.6	-0.6	15.0	-0.1	-10.1
17: CN(C)c1ccc(CN(Cc2ccco2)C(=O)c2ccco2)cc1
 : -3.0	2.0%	1.0	-2.2	3.7	3.8	23.3	1.1	6.3
18: COc1ccc(C(C)NC(=O)c2ccc([N+](=O)[O-])cc2)cc1OC (stereo not given)
 : -11.7	-0.6%	-0.2	-0.8	-14.6	-0.2	-12.5	0.6	nt
19: CCCCn1c(=O)nc2n(-c3ccc(F)cc3)c3ccccc3cc-2c1=O
 : 1.4	0.5%	-4.3	-17.0	nt	-0.7	-8.9	nt	-10.3
20: Cc1cc(NC(=O)C2C3C(=O)N(Cc4ccc(Cl)cc4)C(C(=O)NC4CCCCC4)C34C=CC2(C)O4)no1 (stereo not given)
 : -7.9	1.4%	-3.7	-7.4	4.9	0.6	-14.5	0.8	nt
21: CCn1c2ccccc2c2cc(NC(=O)c3cc(OC)c(OC)c(OC)c3)ccc21
 : -8.3	3.9%	-1.5	2.6	nt	3.2	-24.2	nt	5.1
22: CCCCc1cc(=O)oc2cc(C)cc(OCC(=O)Nc3cccnc3)c12
 : -3.8	5.3%	-3.3	-8.8	13.6	0.7	-5.0	0.1	-18.2
23: CCC(CC)NC(=O)c1ccccc1Oc1ccccc1
 : 1.7	0.1%	-3.7	0.8	nt	5.7	-13.7	nt	-11.1
24: COc1ccc(CCNC(=O)c2n[nH]c3ccccc23)cc1
 : -2.7	4.1%	2.0	-10.2	41.8*	5.4	-18.5	4.3	-19.6
25: O=C(N/N=C/c1cccc([N+](=O)[O-])c1)C1CC(=O)N(c2ccc(F)cc2)C1 (stereo not given)
 : -4.7	4.3%	1.7	-16.1	-7.4	-0.5	2.7	-0.9	8.8
26: CCN(CC)S(=O)(=O)c1cccc(C(=O)N/N=C/c2ccc(O)c(O)c2O)c1
 : -1.6	4.2%	1.0	10.7	7.0	1.5	5.3	-0.9	6.1
27: COC(=O)c1ccccc1NC(=S)NC(=O)C1CCCCC1
 : -8.3	2.6%	2.0	7.6	2.2	2.5	-64.5*	-0.7	-2.3
28: O=C1[C@@H]2Cc3c([nH]c4ccccc34)CN2C(=O)CN1CCCO
 : -0.3	3.1%	5.2	4.1	-0.8	2.6	5.4	0.2	3.7
29: NC(=O)C1CCN(C2CC(=O)N(c3cccc(F)c3)C2=O)CC1 (stereo not given)
 : -12.9	-0.1%	5.5	-1.0	4.3	1.1	-27.4	-0.1	-14.6
30: COc1ccc(CCNC(=O)Cn2nnc(-c3ccc(N(C)C)cc3)n2)cc1OC
 : -2.3	1.7%	0.1	4.7	-7.8	4.2	-20.3	0.3	5.6
31: Cc1onc(-c2ccccc2Cl)c1C(=O)OCn1nnc2ccccc2c1=O
 : -6.5	0.2%	1.1	11.5	5.7	2.1	-50.0*	-0.2	-20.8
32: OC(COc1ccccc1)CN1C2=NCCCN2c2ccccc21 (stereo not given)
 : -4.7	0.3%	-0.5	-8.6	-15.7	5.2	-3.0	0.1	-6.3
33: COCCCNC(=O)c1ccc(NS(C)(=O)=O)cc1
 : -4.3	0.8%	1.7	13.7	1.7	1.4	9.2	0.6	-4.2
34: COc1ccc(OCC2CCNCC2)cc1
 : 2.4	-1.2%	9.3	3.7	-13.6	4.9	12.5	2.4	1.8
35: CC(=O)c1ccc(NC(=O)CCSc2nc(-c3ccco3)cc(C(F)(F)F)n2)cc1
 : -4.5	-2.5%	7.9	4.8	nt	4.3	-13.6	0.5	-18.4
36: CCc1ccc(S(=O)(=O)c2cn(C)c3cc(F)c(F)cc3c2=O)cc1
 : -1.6	2.0%	3.6	-4.9	nt	5.9	-2.1	-0.7	1.3
37: Cc1cc(=O)oc2c(C(=O)/C=C/c3ccccc3)c(O)ccc12
 : -3.9	2.2%	-2.7	5.7	10.9	-0.6	8.7	-0.6	2.3
38: O=C(NNC(=O)c1cccc(C(F)(F)F)c1)c1ccncc1
 : -0.8	1.3%	6.5	-6.7	-34.8	0.1	-8.9	-0.2	2.1
39: COC(CN(C)C(=O)c1ccc2c(c1)NC(=O)c1ccccc1S2)OC
 : -7.6	1.1%	-4.0	-2.0	-5.2	0.5	-0.3	0.0	14.3
40: COC(=O)CCc1sc(Nc2ccccc2)nc1-c1ccc(OC)cc1
 : -0.1	-2.3%	-3.4	-2.9	-5.4	1.2	-9.3	-0.5	-28.4
41: COc1ccc(OC)c(C2CC(=O)Nc3n[nH]c(-c4ccccc4)c32)c1 (stereo not given)
 : 1.6	0.9%	20.9	24.4	-8.2	1.5	13.6	0.3	5.6
42: CCOC(=O)CNC(=O)c1sc(NC(=O)c2ccccc2)nc1C
 : -5.9	-0.1%	-0.3	nt	nt	-0.8	-5.9	nt	-16.2
43: CN(C(=O)C1CCN(S(=O)(=O)c2ccccc2)CC1)c1c(N)n(Cc2ccccc2)c(=O)[nH]c1=O
 : -1.9	0.5%	-0.6	4.3	2.3	4.0	-1.8	1.6	-2.9
44: O=C(/C=C\Nc1ccc2c(c1)OCO2)c1ccc2c(c1)OCO2
 : -0.1	5.2%	0.7	-1.9	6.1	0.1	-0.8	0.2	-33.6
45: Cc1cccc(OCc2nnc(N)s2)c1
 : -0.1	1.1%	1.7	7.0	-15.6	0.1	13.0	0.2	-4.6
46: O=C(O)CN(c1ccc(F)cc1)S(=O)(=O)c1ccc2c(c1)OCCO2
 : -2.8	0.4%	4.0	0.3	-5.9	5.0	6.6	-0.6	-1.3
47: CCc1c(C)nc2ncnn2c1N1CCC(C(=O)NCc2cccs2)CC1
 : -0.7	1.4%	1.3	3.8	0.8	-0.2	-16.0	20.1	-4.7
48: OCC1(Cc2ccc(Cl)cc2)CCN(Cc2ccc3nsnc3c2)CC1
 : -5.0	4.6%	4.9	-25.9	-39.2	2.7	0.0	-0.5	-1.2
49: CC(C)(C)NC(=O)CN(CCc1ccccc1)C(=O)c1csnn1
 : -2.2	-0.2%	-9.5	2.4	-8.7	1.1	-6.0	0.5	-8.0
50: CCOc1ccc(NS(=O)(=O)c2ccc3nc(-c4ccccc4)[nH]c3c2)cc1
 : 2.5	1.3%	3.7	3.9	nt	1.5	-4.5	-0.6	nt
51: Cc1cccn2c(CNCCc3ccccn3)c(C(=O)N3CCOCC3)nc12
 : -2.9	7.3%	-0.5	-2.4	-2.9	3.9	-9.0	0.6	3.9
52: Cc1ccccc1-n1nc2c(c1NC(=O)COc1ccc(Cl)cc1)CS(=O)C2 (stereo not given)
 : -5.9	0.1%	1.4	8.0	-2.1	3.0	0.5	0.8	nt

Of the compounds above, 6 have an NH in an aromatic ring.
The line under a structure holds: D1 potentiator	RXFP1 ag	TRHR PAM	D2 potentiator	D2 antag	D1 ag	D1 antag	D2 ag	RXFP1 antag
3: O=C(Nc1cc(=O)[nH]c2nc(-c3ccccc3)nn12)c1ccc(Cl)cc1
 : -6.0	-0.2%	3.3	-3.5	4.0	1.3	11.3	2.9	-4.0
24: COc1ccc(CCNC(=O)c2n[nH]c3ccccc23)cc1
 : -2.7	4.1%	2.0	-10.2	41.8*	5.4	-18.5	4.3	-19.6
28: O=C1[C@@H]2Cc3c([nH]c4ccccc34)CN2C(=O)CN1CCCO
 : -0.3	3.1%	5.2	4.1	-0.8	2.6	5.4	0.2	3.7
41: COc1ccc(OC)c(C2CC(=O)Nc3n[nH]c(-c4ccccc4)c32)c1 (stereo not given)
 : 1.6	0.9%	20.9	24.4	-8.2	1.5	13.6	0.3	5.6
43: CN(C(=O)C1CCN(S(=O)(=O)c2ccccc2)CC1)c1c(N)n(Cc2ccccc2)c(=O)[nH]c1=O
 : -1.9	0.5%	-0.6	4.3	2.3	4.0	-1.8	1.6	-2.9
50: CCOc1ccc(NS(=O)(=O)c2ccc3nc(-c4ccccc4)[nH]c3c2)cc1
 : 2.5	1.3%	3.7	3.9	nt	1.5	-4.5	-0.6	nt
